Eya2 phos inh – blocks the phosphatase activity of human Eya2; Potency, µM (highest dose often 76.9 µM), for inactives: at the highest dose activity, negative = inhibition, actives largely listed as inhibitors; actives 0.006% (n = 330,000); O00167; recombinant Eya2, OMFP fluorescence dephosphorylation (OMFP is methylfluorescein phosphate); also: potency is read from the fitted curve at half-maximal effect; % is scaled to controls: 0 for no effect and ±100 for the full control effect
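Eya2 protein (added as 0.2 uM solution) was preincubated with compound for 10 min at ambient temperature in 50 mM HEPES pH 7.5, 50 mM NaCl, 5 uM MgCl2, 0.05% BSA, 1 mM DTT. OMFP (added at 50 uM) then reacted 10 min; fluorescence read at 485/525 nm.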
ASM inhibitor – human S-ASM enzyme inhibition; actives 0.006% (n = 340,000); P17405; placental ASM, HMU-PC fluorogenic substrate, 60 min; Potency, µM (doses to about 57.5 µM), inactives show at the highest dose activity change, negative = inhibition, usual class: inhibitors; also: potency is read from the fitted curve at half-maximal effect
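Steps: dispense placental human ASM, pin compound, wait 10 min at room temperature, add HMU-PC0 substrate at 9 uM final, incubate 60 min at 37 °C, add stop solution raising pH to 10, read fluorescence.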
KCNH2 WT inh – blocks the wildtype human KCNH2 potassium channel; U2OS, BacMam KCNH2, thallium flux FluxOr; stronger effect = lower value; actives 0.37% (n = 340,000); activity change, % at 1.84 µM;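 active = maximum activity change below -70%; inconclusive = maximum activity change between -70% and -50%; inactive = maximum activity change above -50%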; also: % is scaled to controls: 0 for no effect and ±100 for the full control effect
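U2OS cells were transduced with wild-type KCNH2 virus (2.03 x 10^8 / mL) for 4 h at room temperature, then cultured overnight at 37 C. Thallium flux was read with FluxOr dye. Rate constants were normalized to DMSO controls.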
Chronic BCR inh – chronic active BCR signaling inhibition. ABC-DLBCL IkBa-CBG/CBR reporter, luminescence ratio, 4 h. Potency, µM (titrated, usually from 46.1 µM), inactives show at the top dose ratio change, negative = lower green/red ratio, actives largely listed as inhibitors. actives 0.05% (n = 340,000); active = well fitted inhibition curve with a large enough effect in the signal ratio, with a control signal flat, not every such curve was filed as active; inconclusive = small, poorly fitted or top-dose-only effect, or effect the other way, or a change in a side signal; the % refers to the signal ratio;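 also: potency is read from the fitted curve at half-maximal effect; plate controls were basal doxycycline-induced cells for no effect and cells given 10 µM MG132 for full effect; MG132 reads +100%, hits lower the ratio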
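Cell line TMD8 (human ABC DLBCL), stably expressing tet-inducible CBG68-IkBa fusion and CBR; IMDM/0.5% FBS; cpd up to 46 uM; dox induction, 4 h, 37C/5% CO2; dual luminescence; green/red ratio; MG132 control.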
Menin-MLL TR inh – displaces Texas Red mutant MLL peptide from human menin; O00255; Menin + Texas Red MLL mutant peptide, fluorescence polarization; Potency, µM (series often up to 61.6 µM), inactives show at the highest dose FP activity change, negative = inhibition, most hits filed as inhibitors; actives 0.23% (n = 270,000); AID 1768; active = well fitted inhibition curve with a large enough effect in the polarisation, with a control signal flat, not every such curve was filed as active; inconclusive = small, poorly fitted or top-dose-only effect, or effect the other way, or a change in a side signal; inactive = no such curve, though single readings can be large or run the other way; the % refers to the polarisation; also: potency is read from the fitted curve at half-maximal effect; % of control where 0% means no effect; many of its hits are not listed in these tables
GALK inhibitor – galactokinase (human) inhibition; P51570; Purified GALK, Kinase-Glo residual ATP luminescence; Potency, µM (series often up to 57.5 µM), for inactives: at the highest dose activity change, negative = inhibition, usual class: inhibitors; actives 0.007% (n = 270,000); AID 1868; also: potency is read from the fitted curve at half-maximal effect; % is scaled to controls: 0 for no effect and ±100 for the full control effect
Target sequence (P51570 whole entry, looked up): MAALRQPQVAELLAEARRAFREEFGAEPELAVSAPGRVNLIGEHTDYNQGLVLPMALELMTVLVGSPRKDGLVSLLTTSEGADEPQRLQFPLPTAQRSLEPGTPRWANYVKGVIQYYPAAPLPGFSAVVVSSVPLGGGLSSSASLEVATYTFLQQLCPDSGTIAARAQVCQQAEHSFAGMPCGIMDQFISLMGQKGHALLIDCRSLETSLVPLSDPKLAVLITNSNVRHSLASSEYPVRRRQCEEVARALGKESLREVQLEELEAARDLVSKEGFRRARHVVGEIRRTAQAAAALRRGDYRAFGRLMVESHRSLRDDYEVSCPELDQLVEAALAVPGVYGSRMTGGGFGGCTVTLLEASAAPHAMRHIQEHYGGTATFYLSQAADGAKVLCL
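GALK at 5 nM final was combined with compound, 35 uM ATP and 100 uM galactose in HEPES pH8.0 with MgCl2 and DTT. The reaction ran one hour at room temperature before luminescent ATP detection.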
PKM2 activator – PKM2 (human) enzyme activation; actives 0.34% (n = 260,000); P14618; Potency, µM (highest dose often 57.5 µM), for the others: at the highest dose activation, hits mostly activators; purified PKM2, Kinase-Glo ATP luminescence, activation; response scale: 0% is enzyme alone, no compound; also: potency is read from the fitted curve at half-maximal effect; % is scaled to controls: 0 for no effect and ±100 for the full control effect; nearly all actives have a fitted effect of over 55% in size
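hPK-M2, >95% pure; 0.1 mM ADP / 0.5 mM PEP final; imidazole pH7.2 buffer w/ 7 mM MgCl2, 50 mM KCl; 1 h RT; Kinase-Glo lum. Intermediate enzyme activity for dual inhibitor/activator qHTS.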
Mito fusion yeast – mitochondrial division inhibition or fusion activation; actives 0.23% (n = 320,000); S. cerevisiae fusion-defective mutant growth rescue, CellTiterGlo 48 h; Potency, µM (highest dose often 46.1 µM), for the others: at the top dose growth rescue (activation), most hits filed as activators; AID 485298;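 also: potency is read from the fitted curve at half-maximal effect; % of control where 0% means no effect; nearly all actives have a fitted effect of over 45% in size; temperature-sensitive fusion mutants such as fzo1-1 at 37 °C on non-fermentable ethanol glycerol medium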
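Growth-rescue viability read-out: after 48 h at the non-permissive 37C in glycerol/ethanol YPEG, yeast mitochondrial fusion mutants are measured by CellTiterGlo luminescence; compounds (23 nl pinned per well) restoring growth score as division inhibitors or fusion activators.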
MBNL1-CUG inh – MBNL1-poly(CUG) RNA binding inhibition; Q9NR56; TR-FRET MBNL1-His/biotin-(CUG)12 binding, 665/545 ratio; Potency, µM (highest dose often 57.5 µM), for the others: at the highest dose activity change, negative = inhibition, usual class: inhibitors; actives 0.036% (n = 280,000); active = well fitted inhibition curve with a large enough effect in the signal ratio, with a control signal flat, not every such curve was filed as active; inconclusive = small, poorly fitted or top-dose-only effect, or effect the other way, or a change in a side signal; inactive = no such curve, though single readings can be large or run the other way; the % refers to the signal ratio; also: potency is read from the fitted curve at half-maximal effect; % is scaled to controls: 0 for no effect and ±100 for the full control effect
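His-tagged MBNL1 binding to biotinylated (CUG)12 RNA was measured by TR-FRET using terbium anti-His antibody (0.055 ng/ul final) and streptavidin-XL665 (5 nM final). Compounds were titrated 92 nM to 58 uM; 60 min at room temperature.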
USP2a inh – inhibitors of human ubiquitin-specific protease USP2a; O75604; USP2 core, Ub-CHOP2 coupled fluorogenic reporter, 485/531; Potency, µM (doses to about 38.3 µM), without a hit: at the top dose activity change, negative = inhibition, hits mostly inhibitors; actives 0.01% (n = 330,000);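 also: potency is read from the fitted curve at half-maximal effect; plate controls were DMSO wells for no effect and full inhibition by NEM control for full effect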
Target sequence (O75604 whole entry, looked up): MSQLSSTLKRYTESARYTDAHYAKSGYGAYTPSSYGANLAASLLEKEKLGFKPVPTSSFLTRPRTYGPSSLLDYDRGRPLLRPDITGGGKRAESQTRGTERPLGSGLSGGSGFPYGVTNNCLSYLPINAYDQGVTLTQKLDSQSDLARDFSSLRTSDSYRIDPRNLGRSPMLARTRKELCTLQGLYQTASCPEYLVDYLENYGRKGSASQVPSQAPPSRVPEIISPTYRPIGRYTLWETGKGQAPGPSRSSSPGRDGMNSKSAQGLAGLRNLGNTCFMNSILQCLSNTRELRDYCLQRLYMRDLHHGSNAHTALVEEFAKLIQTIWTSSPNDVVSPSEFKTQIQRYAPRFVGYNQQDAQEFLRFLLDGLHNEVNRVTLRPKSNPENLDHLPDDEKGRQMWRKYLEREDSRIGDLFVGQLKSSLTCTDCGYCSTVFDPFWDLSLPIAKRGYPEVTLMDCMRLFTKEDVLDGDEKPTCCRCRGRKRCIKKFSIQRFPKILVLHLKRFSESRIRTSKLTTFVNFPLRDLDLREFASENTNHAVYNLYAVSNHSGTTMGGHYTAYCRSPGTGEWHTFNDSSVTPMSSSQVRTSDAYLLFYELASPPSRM
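Cell-free coupled assay: 10nM USP2 core preincubated 30min RT with compound in Tris-HCl pH 8.0/CaCl2/CHAPS buffer, then 25nM Ub-CHOP2 and 25nM reporter substrate; fluorescence (Ex 485/Em 531) read after 60min RT, normalized to NEM inhibition, concentration-response curves fitted.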
TSHR antagonist – blocks TSH signaling through the human TSH receptor; TSHR-expressing cells, TSH-stimulated cAMP HTRF, 2 h; stronger effect = lower value; activity change, negative = inhibition, % at 11.5 µM; actives 0.2% (n = 330,000);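 active = activity change below a set negative limit, meaning inhibition stronger than a set level, cut at about -70% in these data; inconclusive = activity change between two set negative limits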; also: % is scaled to controls: 0 for no effect and ±100 for the full control effect
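Antagonism was scored as loss of TSH-driven cAMP in TSHR cells, stimulated with 4nM TSH (EC80) for 2 hours at 37 deg C and detected by homogeneous HTRF competition immunoassay.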
The depositor's hits bear a star; ? = inconclusive; . = not tested or not shown; [ ] = dose if it differs, or a comment. Unless noted, calls follow the shape of the dose curve; as a rule, active = well fitted curve in the direction sought with a large enough effect; inconclusive = small, poorly fitted or top-dose-only effect, or another doubt; inactive = no such curve, though single readings can be large; an effect the other way counts as inactive or inconclusive. This is a subset. The share of hits here may be higher or lower than overall.

SMILES | Eya2 phos inh | ASM inhibitor | KCNH2 WT inh | Chronic BCR inh | Menin-MLL TR inh | GALK inhibitor | PKM2 activator | Mito fusion yeast | MBNL1-CUG inh | USP2a inh | TSHR antagonist
COc1cccc(CNC(=O)Cn2cccc2)c1 | 2% | 2% | 2 | -6% | . | -7% | 7% | 2% | 155%[activator] | 1% | -4
Cc1cc(C)c(S(=O)(=O)NCc2ccncc2)c(C)c1 | -11% | 3% | 1 | -1% | -4% | -1% | 1% | 1% | -4% | -1% | -23
CCOc1ccc(C(=O)Nc2ccc3[nH]ncc3c2)cc1 | -1% | 2% | -4 | ? | 38%[activator] | 0% | 0% | -1% | 8% | 1% | 30
CCC1(c2ccccc2)NC(=O)N(CC(=O)N2CCN(S(=O)(=O)c3ccccc3)CC2)C1=O (configuration not stated) | 7% | 8% | -6 | 1% | -8% | 2% | -6% | -2% | -3% | 3% | 8
NS(=O)(=O)c1ccc(NC(=O)Nc2ccc3c(c2)OCO3)cc1 | -8% | 1% | -5 | -1% | -12% | -9% | -4% | 1% | -10% | 2% | -48
O=C(Nc1c(C(=O)NCc2ccco2)cnn1-c1ccccc1)c1ccc(F)cc1 | 10% | 3% | 1 | -1% | 6% | 0% | -9% | 17% | -3% | 2% | 14
Cc1ccc(N=C2NC(=O)C(CC(=O)NCc3ccccc3)S2)cc1C (configuration not stated) | -9% | 0% | 7 | 0% | -1% | 1% | -1% | -15% | . | 6% | 1
COc1cc([C@H]2c3c(cc(OC)c(O)c3OC)C[C@@H](CO)[C@@H]2CO[C@@H]2O[C@H](CO)[C@@H](O)[C@H](O)[C@H]2O)cc(OC)c1O | -17% | 15% | 4 | 14% | . | . | . | -6% | . | -1% | -1
Cc1cc(NC(=O)CS(=O)CC(=O)Nc2c(C)cccc2C)ccc1-n1cnnn1 (configuration not stated) | -5% | 0% | -5 | -1% | 5% | -1% | 3% | -2% | -8% | -1% | -12
O=C(CNc1ccccc1Cl)Nc1cc(S(=O)(=O)N2CCOCC2)ccc1Cl | -4% | -8% | 4 | ? | . | . | . | 13% | . | -4% | 16
NC(=O)CCC(NS(=O)(=O)c1ccc(Cl)cc1)C(=O)NCc1ccc(Cl)cc1 (configuration not stated) | -1% | 1% | 1 | 1% | 11% | 3% | -4% | -6% | -11% | 0% | 8
COc1ccc(-c2nnn(CC(=O)N(CCCO)C(C(=O)NC3CCCC3)c3ccc(F)cc3)n2)cc1 (configuration not stated) | -1% | -4% | -2 | 7% | 6% | 1% | -3% | 13% | -2% | -1% | 3
Cc1ccc(-c2nn3c(C)nnc3s2)cc1NC(=O)C(C)C | -14% | -3% | 5 | -3% | 2%[11.7 µM] | 1% | 1% | 4% | -11% | 3% | 9
NC(=S)NNc1cccc(Cl)c1 | -4% | 0% | -3 | 3% | -4% | -2% | 1% | 5% | 0% | 1% | 2
COc1ccc(S(=O)(=O)NCc2ccccn2)cc1NC(=O)c1ccc(Cl)cc1 | 5% | 0% | 19 | -1% | . | . | . | 9% | . | -1% | -5
c1cc2c(c(NCc3ccncc3)c1)CCCC2 | -14% | 1% | -4 | 4% | 4% | -3% | -7% | -1% | -2% | -1% | -10
CCN(CC(=O)NCc1cccs1)S(=O)(=O)c1ccc(F)c(F)c1F | 15% | -2% | -9 | 4% | . | . | . | -3% | . | -1% | 5
COC(=O)C1=C(N)Oc2c(oc(CO)cc2=O)C1c1ccccc1F (configuration not stated) | 3% | 3% | 2 | -22% | 14% | -4% | 0% | -4% | -4% | -1% | 3
N=C1C(c2nc3ccccc3c(=O)[nH]2)=C(O)CN1CCc1ccccc1 | 3% | 3% | 27 | 16% | -4% | 3% | 0% | 3% | -4% | 0.79µM* | -2
COc1cccc(CNC(=O)c2ccc(C)c(S(=O)(=O)N3CCOCC3)c2)c1 | 4% | -1% | 5 | -6% | . | . | . | -4% | . | 0% | 2
COc1ccc(C)cc1NC(=O)CSc1nnc(COc2ccccc2)n1Cc1ccco1 | -9% | -3% | 0 | ? | -15% | 0% | 10% | 13% | 8% | -10% | 19
C=CCn1c(SCC(=O)c2cccs2)nc2sc(C)c(C)c2c1=O | -15% | -6% | -14 | ? | 11% | 0% | 4% | 7% | 44%[activator] | 0% | -28
C/C(=N\N=C1\NC(=O)C(Cc2ccccc2)S1)c1ccccc1 (configuration not stated) | 12% | -16% | . | ? | 17% | 1% | 3% | -10% | 1% | 7% | 12
COC(=O)c1cc2n(n1)CCN(Cc1ccc(OC)cc1)C2=O | 7% | 7% | -11 | 3% | 1% | . | 10% | 3% | 6% | 3% | 1
CCOC(=O)c1sc(NC(=O)c2ccccc2OC)nc1C | 4% | 0% | 8 | ? | -4% | -1% | -26% | 4% | -3% | 0% | -9
Later entries
SMILES | Eya2 phos inh | ASM inhibitor | KCNH2 WT inh | Chronic BCR inh | Menin-MLL TR inh | GALK inhibitor | PKM2 activator | Mito fusion yeast | MBNL1-CUG inh | USP2a inh | TSHR antagonist
C=CCOC(=O)C1=C(C)NC(C)=C(C(=O)OCC=C)C1c1ccco1 | -24% | 16% | 1 | -2% | . | 4% | -6% | 7% | 3% | 2% | -16
Cc1cc(C)c2cc3c(N)c(C(=O)N4CCOCC4)sc3nc2c1 | -1% | 29% | -4 | 13% | -12% | -1% | 10% | 1% | ? | 3% | -3
Cc1nnc(SCC(=O)Nc2cc(S(=O)(=O)N3CCOCC3)ccc2C)s1 | 0% | -4% | -3 | 2% | . | . | . | -7% | . | 3% | 16
Cc1cc(=O)n(C)c(=O)n1CCCCCCN1CCCC1 | 0% | 4% | 8 | 1% | -3% | -1% | -17% | 1% | -2% | -1% | 9
CC(C)COc1ccc(C(=O)N/N=C/c2ccoc2)cc1 | 0% | -2% | -1 | -4% | -9% | -2% | 0% | -4% | 0% | 1% | -16
Cc1ccc(S(=O)(=O)c2c(C)cc(-c3ccccc3)[nH]c2=O)cc1 | 1% | 188%[activator] | -3 | 7% | . | 1% | -1% | -2% | 19% | 0% | 3
O=[N+]([O-])c1cc(Cl)ccc1N1CCCCC1 | -4% | -2% | -2 | 0% | 4% | 12% | -3% | 3% | 16% | 0% | -1
Cc1c(/C=C(\C#N)C(=O)NCc2ccccc2)cc(C#N)n1C | 3% | 343% | 0 | 6% | 10% | -3% | 0% | 2% | 13% | -1% | 1
Cc1nnc(SCc2ccccn2)n(N)c1=O | -1% | 0% | 2 | 11% | -16% | 13% | 10% | 7% | -3% | 5% | 0
COc1ccc(-n2c(SC3CCOC3=O)nc3ccccc3c2=O)cc1OC (configuration not stated) | 0% | 3% | 14 | 2% | -2% | 5% | 0% | 1% | -6% | 2% | -1
O=C(Nc1ccccc1C(F)(F)F)NC1CCCCC1 | -10% | -3% | -9 | ? | -1% | 1% | 0% | -1% | 5% | 0% | 0

Four entries from above, sorted by the value under PKM2 activator, largest number first.
molecule	PKM2 activator
Cc1cc(C)c2cc3c(N)c(C(=O)N4CCOCC4)sc3nc2c1	10%
Cc1ccc(-c2nn3c(C)nnc3s2)cc1NC(=O)C(C)C	1%
Cc1ccc(N=C2NC(=O)C(CC(=O)NCc3ccccc3)S2)cc1C (configuration not stated)	-1%
c1cc2c(c(NCc3ccncc3)c1)CCCC2	-7%

High-throughput results (PubChem BioAssay)
